PAX8 inh HTS – PAX8 transcriptional activity inhibition. 1.2% of 360,000 active. RMG-I TPO-luciferase reporter, SteadyGlo, 24 h. AID 652154. inhibition, % at 12.6 µM;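 active = mean replicate inhibition at least 60% with every replicate also reaching 60%; inconclusive = only one of the two criteria is met; inactive = mean below 60% and not all replicates reaching 60%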;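 also: luciferase light reporting Pax8 driven TPO promoter activity; plate controls were median of neutral control wells for no effect and mitoxantrone controls for full effect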
ERAP1 HTS inh – ERAP1 (human) enzyme inhibition; AID 652197; inhibition, % at 10.7 µM; Q9NZ08; recombinant ERAP1, Leu-AMC fluorescence, 60 min; 0.15% of 340,000 active;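 active = mean replicate inhibition of at least 30%, or all replicates individually reaching that 30% level; inactive = mean below 30% and not every replicate reaching it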;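 also: 0% = neutral control wells and 100% = L-leucinethiol positive control wells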
Target sequence (Q9NZ08 whole entry, looked up): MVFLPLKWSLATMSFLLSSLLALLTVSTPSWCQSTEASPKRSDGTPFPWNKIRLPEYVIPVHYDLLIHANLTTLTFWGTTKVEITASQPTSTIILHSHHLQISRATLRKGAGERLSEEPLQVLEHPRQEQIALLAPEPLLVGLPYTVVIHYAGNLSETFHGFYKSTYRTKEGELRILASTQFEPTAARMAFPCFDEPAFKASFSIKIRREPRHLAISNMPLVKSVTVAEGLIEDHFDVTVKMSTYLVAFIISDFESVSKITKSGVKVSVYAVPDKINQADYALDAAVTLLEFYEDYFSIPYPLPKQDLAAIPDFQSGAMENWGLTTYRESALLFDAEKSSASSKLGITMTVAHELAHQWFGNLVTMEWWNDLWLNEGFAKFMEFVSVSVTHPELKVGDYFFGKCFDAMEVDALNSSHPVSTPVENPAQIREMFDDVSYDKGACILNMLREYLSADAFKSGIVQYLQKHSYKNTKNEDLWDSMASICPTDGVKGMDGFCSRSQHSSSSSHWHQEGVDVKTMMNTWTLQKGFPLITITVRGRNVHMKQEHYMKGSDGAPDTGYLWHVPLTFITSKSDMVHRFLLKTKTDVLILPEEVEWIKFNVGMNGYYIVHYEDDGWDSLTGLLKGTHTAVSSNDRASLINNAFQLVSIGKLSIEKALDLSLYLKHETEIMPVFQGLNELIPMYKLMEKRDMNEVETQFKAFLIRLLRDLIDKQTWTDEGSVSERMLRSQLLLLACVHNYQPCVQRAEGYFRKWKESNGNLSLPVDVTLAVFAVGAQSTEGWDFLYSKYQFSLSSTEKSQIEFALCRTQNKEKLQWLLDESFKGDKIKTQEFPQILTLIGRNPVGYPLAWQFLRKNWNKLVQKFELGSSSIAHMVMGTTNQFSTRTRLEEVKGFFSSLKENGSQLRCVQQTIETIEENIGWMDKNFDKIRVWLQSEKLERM
FN deposit inh – fibronectin deposition inhibition. 0.086% of 350,000 active. inhibition, % at 12.6 µM. AH1F fibroblasts, Alexa488-fibronectin deposition fluorescence, overnight;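 active = mean inhibition across replicates of 30% or more, regardless of how many single replicates reach that level; inconclusive = mean under 30% yet at least half of replicates reach 30%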;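 also: positive control wells lacked labelled fibronectin entirely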
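Material: AH1F fibroblast monolayer depositing Alexa488-labelled fibronectin into matrix | Input: 10000 AH1F cells/well | Medium: DMEM plus 2% serum, read in PBS | Reagent: Alexa488-fibronectin, 24 nM final in well | Compound dosing: One dose per compound, pinned | Schedule: 1 h adhesion, overnight exposure | Measured by: Fluorescence at 485 nm excitation, 525 nm emission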
PGC1a acetyl inh – modulators of PGC1a acetylation; U2OS PGC1a acetylation, AlphaScreen anti-acetyl-lysine; with virally co-expressed GCN5 acetyltransferase; inhibition, % at 15.6 µM; 0.17% of 350,000 active; AID 651687;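 active = every replicate shows inhibition of at least 40%; inconclusive = mean inhibition at least 40% but some replicate below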;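 also: 0% = neutral control wells and 100% = positive control wells; some results beyond the cut were filed as inactive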
PglD inh – PglD (C. jejuni) enzyme inhibition | purified PglD enzyme, DTNB colorimetric CoA detection | 0.098% of 360,000 active | AID 602405 | inhibition, % at 12.5 µM; in the data active = inhibition above about 16%, passing the limit was not always enough; inconclusive = no clear call, values can overlap the other calls; also: strong numbers were not always called active
EWS-Fli block – inhibitors of EWS/Fli oncoprotein transcriptional activity; A673 NR0B1-luciferase reporter, viability-normalised; inhibition, % at 12.6 µM; 0.67% of 350,000 active;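 active = mean inhibition of at least 50% after viability correction, with every replicate also passing that limit; inconclusive = mean reaches 50% but only one of two replicates passes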;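 also: firefly luciferase signal divided by Alamar Blue viability fluorescence both relative to DMSO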
LGR2 inh – inhibitors of bursicon-induced Drosophila LGR2 receptor cAMP signaling | 0.35% of 380,000 active | AID 720647 | inhibition, % at 9.99 µM | HEK293 LGR2, CRE-luciferase, bursicon-stimulated, 4 h;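 active = drop in luminescence signal, shown as inhibition above about 50% in the replicate tests, limit read from the data, passing the limit was not always enough; inconclusive = probably only some replicates passing the limit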;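 also: agonist challenge used bursicon conditioned medium at about half maximal strength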
S100A4 inh HTS – S100A4-myosin IIA interaction inhibition; P26447; S100A4/TAMRA-MyoIIA peptide fluorescence polarization; inhibition, % at 10.7 µM; 0.14% of 360,000 active; AID 652163;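 active = mean inhibition of at least 70% across replicates, with every replicate also reaching that level; inconclusive = mean inhibition reaches 70% but some replicates fall short; inactive = mean inhibition below 70%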
Target sequence (P26447 whole entry, looked up): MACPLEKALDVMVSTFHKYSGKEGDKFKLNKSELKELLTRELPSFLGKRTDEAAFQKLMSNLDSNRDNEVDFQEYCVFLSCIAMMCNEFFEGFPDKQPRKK
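System – human S100A4 monomer protein, biochemical binding assay · Buffer or medium – Calcium-containing HEPES buffer, pH 7.2 · Timing – 5 min between mix addition and reading · Also added – TAMRA-labelled myosin IIA heavy-chain peptide probe, 5 nM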
Starred values were filed as active, the others as inactive; ? = inconclusive; nt = not tested or not shown.

cpd	smiles	PAX8 inh HTS	ERAP1 HTS inh	FN deposit inh	PGC1a acetyl inh
1	Cc1ccc(/C=N/NC(=O)Cc2c(F)cccc2Cl)s1	-87	0	-4	-3
2	CCC(=O)Nc1ccc(S(=O)(=O)N2CCC(c3nc4ccccc4[nH]3)CC2)cc1	28	1	-8	nt
3	Cc1noc(/C=C/N(C)C)c1S(=O)(=O)N1CCCC(C(=O)NCc2ccco2)C1 (centres undefined)	39	3	-1	nt
4	O=C(c1ccco1)N1CCN(C(=O)c2cc(Cl)nc3ccccc23)CC1	16	-11	3	nt
5	CCS(=O)(=O)n1nc(-c2cccnc2)nc1NCc1ccc(F)cc1	-11	-1	9	0
6	COc1ccc([C@H]2C[C@H](n3cc(-c4ccc(F)cc4)nn3)[C@@H](O)CN2CC2CCCCC2)cc1	6	nt	-7	-4
7	CC1CCCN(c2cccc3c2S(=O)(=O)N(Cc2cccc(F)c2)[C@@H](C)[C@H](c2ccccc2)O3)C1 (some centres undefined)	-8	-3	5	nt
8	Cc1ccc(NC(=O)CCCc2c[nH]c3ccccc23)nc1	2	1	nt	-6
9	C[C@@H]1CN([C@H](C)CO)C(=O)c2cc(-c3cncnc3)cnc2O[C@@H]1CN(C)C(=O)Nc1ccc2c(c1)OCO2	nt	1	nt	-1
10	O=C(Nc1cccc(Oc2ccc3c(c2)C(=O)NC3=O)c1)c1cccs1	-6	-7	nt	nt
11	COC(CNC(=O)c1ccc2c3c(onc13)-c1ccccc1C2=O)OC	-68	1	-4	14
12	Cc1nn(C)cc1CNC(=O)C1(C)CC1(Cl)Cl (centres undefined)	4	nt	4	4
13	COc1ccc(F)cc1C(=O)C1CCCN(Cc2c[nH]c3ccccc23)C1 (centres undefined)	30	0	-7	nt
14	NNC(=O)CN1CCN(c2ncc(C(F)(F)F)cc2Cl)CC1	-2	-2	-9	5
15	COc1ccc(OC)c(/C=N/NC(=O)CC(=O)NC2CCCCC2)c1	14	0	6	-4

cpd	PglD inh	EWS-Fli block	LGR2 inh	S100A4 inh HTS
1	1	nt	-21	6
2	nt	2	-10	2
3	0	0	2	-13
4	1	8	12	-4
5	nt	-5	-18	3
6	3	5	13	-2
7	nt	2	4	-3
8	-8	9	-8	2
9	1	-2	-2	-1
10	nt	74*	17	2
11	-2	32	nt	-27
12	0	nt	5	nt
13	nt	26	-3	5
14	nt	16	-10	-5
15	-3	-1	7	-25

Carrying on.
cpd	smiles	PAX8 inh HTS	ERAP1 HTS inh	FN deposit inh	PGC1a acetyl inh
16	O=S(=O)(N[C@H]1C[C@@H](NS(=O)(=O)OCC(Cl)(Cl)Cl)C2CCCCC21)OCC(Cl)(Cl)Cl (some centres undefined)	-6	-3	-8	0
17	CC(/C=C1\SC(=S)N(C(C(=O)O)c2ccccc2)C1=O)=C\c1ccccc1 (centres undefined)	9	30*	-3	-8
18	C[C@H](CO)N1C[C@H](C)[C@H](CN(C)S(=O)(=O)c2ccc(Cl)cc2)OCCCC[C@H](C)Oc2ccc(N(C)C)cc2C1=O	54	0	nt	-6
19	N#Cc1cccc(C(c2nnnn2CCc2ccccc2)N2CCN(C3CCCCC3)CC2)c1 (centres undefined)	nt	-2	nt	5
20	C[C@H](CO)N1C[C@H](C)[C@@H](CN(C)Cc2ccccc2)Oc2ccc(N(C)C)cc2C1=O	-16	0	nt	-2
21	C[C@@H]1CN([C@H](C)CO)C(=O)c2cc(NC(=O)Nc3ccc(F)cc3)ccc2O[C@H]1CN(C)C(=O)Nc1ccc(F)cc1	nt	1	nt	-4
22	COc1cc(NC(=O)CN(C)C2CCCCC2)c(C)cc1[N+](=O)[O-]	36	1	-2	nt
23	O=C(O)COCC(=O)N1CCCN(c2ccc(C(F)(F)F)cn2)CC1	-8	-2	1	9
24	COc1ccc(C2CC(c3ccc(F)cc3)Nc3nc(N)nn32)cc1 (centres undefined)	0	-2	-5	nt
25	COCC(C)NC(=O)C1c2ccccc2Oc2ccccc21 (centres undefined)	-23	0	0	-1
26	Cn1cc(C2NC(=O)c3ccccc3N2)c2ccccc21 (centres undefined)	nt	5	0	-4
27	CN(Cc1ccccc1)C(=O)c1ccc2nc([C@H]3C[C@H](O)[C@@H](CO)O3)[nH]c2c1	-3	1	-4	2
28	CO[C@@H]1CN(C)C(=O)c2ccc(NS(C)(=O)=O)cc2OC[C@@H](C)N(C(=O)NC(C)C)C[C@@H]1C	14	1	2	3
29	O=C(NCCn1ccc2ccccc21)c1ccc(S(=O)(=O)N2CCOCC2)cc1	13	5	-3	nt
30	Cc1oc(C(C)(C)C)cc1C(=O)N1CCCC1C(=O)O (centres undefined)	21	nt	-7	-21

cpd	PglD inh	EWS-Fli block	LGR2 inh	S100A4 inh HTS
16	2	2	-12	-4
17	nt	13	11	1
18	2	-5	2	-20
19	3	10	-6	-2
20	1	-8	nt	-6
21	1	-5	-17	33
22	nt	3	-4	-1
23	0	-2	0	22
24	-4	-3	2	3
25	-1	-3	-2	-1
26	nt	-42	3	-25
27	5	5	nt	-21
28	nt	nt	2	2
29	4	17	13	-4
30	4	nt	nt	nt

Single records, as listed above:
CC(/C=C1\SC(=S)N(C(C(=O)O)c2ccccc2)C1=O)=C\c1ccccc1 (centres undefined) is listed as PAX8 inh HTS = 9; ERAP1 HTS inh = 30*; FN deposit inh = -3; PGC1a acetyl inh = -8; PglD inh = nt; EWS-Fli block = 13; LGR2 inh = 11; S100A4 inh HTS = 1
C[C@H](CO)N1C[C@H](C)[C@@H](CN(C)Cc2ccccc2)Oc2ccc(N(C)C)cc2C1=O is listed as PAX8 inh HTS = -16; ERAP1 HTS inh = 0; FN deposit inh = nt; PGC1a acetyl inh = -2; PglD inh = 1; EWS-Fli block = -8; LGR2 inh = nt; S100A4 inh HTS = -6

(list continues)
cpd	smiles	PAX8 inh HTS	ERAP1 HTS inh	FN deposit inh	PGC1a acetyl inh
31	O=C(Cn1cc2c(n1)CCCCC2)N1CCc2ccccc21	-2	nt	9	8
32	Cc1cccc(NS(=O)(=O)c2cccc(C(=O)NCC(c3ccco3)N3CCCCC3)c2)c1 (centres undefined)	13	-2	-7	-57
33	Cc1cccc(NC(=O)C2CCN(C(=O)[C@@H]3Cc4ccccc4CN3)CC2)c1	-82	5	2	10
34	NC(=O)c1nsc(C(=O)N(c2cccc(O)c2)C(C(=O)NC2CCCC2)c2ccc(Cl)cc2)c1N (centres undefined)	10	1	-7	2
35	C[C@H](CO)N1C[C@H](C)[C@H](CN(C)S(=O)(=O)c2ccc(Cl)cc2)Oc2c(NC(=O)NC3CCCCC3)cccc2C1=O	92*	2	3	7
36	CC(C)C[C@@H]1CC2=C(C(=O)OC(C)(C)O2)[C@H](CCc2ccccc2)O1	4	-6	-4	nt
37	COC(=O)c1ccc2c(c1)C(NC(C)=O)CCc1cc(OC)c(OC)c(OC)c1-2 (centres undefined)	85*	2	-16	-24
38	CN(C)c1cc[n+](/C(C(=S)Nc2ccc(SC(F)F)cc2)=C(/[O-])c2ccccc2)cc1	58	0	-5	10
39	COC(=O)[C@H]1[C@H](CO)[C@H]2Cn3c(ccc(-c4ccccc4F)c3=O)[C@H]2N1Cc1cccnc1	-1	-2	nt	nt
40	CC(=O)c1cccc(NC(=O)N2CCC(c3ccc(C)cc3)C2)c1 (centres undefined)	-2	12	12	-3
41	CCc1ccc(NC(=O)CC2C(=O)NCCN2C(=O)c2ccc(F)cc2)cc1 (centres undefined)	-10	-2	1	7
42	CCC(=O)Nc1nnc(S(=O)(=O)N2CCCC2)s1	8	-1	3	4
43	O=C(c1cnccn1)N1CC(=O)N2[C@H](CO)[C@@H](c3ccc(-c4ccccc4)cc3)[C@@H]2C1	-1	2	nt	3
44	CSCCC(c1nc2ccccc2[nH]1)n1c(C)nc2ccccc21 (centres undefined)	5	nt	0	nt
45	CC(C)C#Cc1ccc2c(c1)O[C@@H](CN(C)C(=O)C1CC1)[C@H](C)CN([C@H](C)CO)S2(=O)=O	nt	-1	nt	9

cpd	PglD inh	EWS-Fli block	LGR2 inh	S100A4 inh HTS
31	4	-10	5	-4
32	2	6	-2	-10
33	5	-20	-6	-2
34	5	14	7	-2
35	-1	20	nt	6
36	nt	13	14	-4
37	nt	46	-13	0
38	-3	-8	-7	1
39	0	-3	8	4
40	-1	-12	-2	8
41	-2	nt	-1	-3
42	1	4	-21	-4
43	nt	3	3	12
44	nt	0	4	-3
45	0	3	0	0

Continued, overlapping the part above by two compounds.
cpd	smiles	PAX8 inh HTS	ERAP1 HTS inh	FN deposit inh	PGC1a acetyl inh
44	CSCCC(c1nc2ccccc2[nH]1)n1c(C)nc2ccccc21 (centres undefined)	5	nt	0	nt
45	CC(C)C#Cc1ccc2c(c1)O[C@@H](CN(C)C(=O)C1CC1)[C@H](C)CN([C@H](C)CO)S2(=O)=O	nt	-1	nt	9
46	CCC(NC(=O)c1cc(COc2ccc(OC)cc2Cl)on1)c1ccncc1 (centres undefined)	nt	1	8	2
47	Cc1ccc(C)c(S(=O)(=O)NCc2ccc(C(=O)NCc3ccco3)cc2)c1	0	nt	-1	-13
48	CCCCSCCCNC(=O)c1cn(C)c2ccc(S(=O)(=O)N3CCCC3)cc2c1=O	3	2	-12	?
49	NC1=NC[C@H](Cc2ccccc2)N1CCCCC1CCCCC1	7	8	3	nt
50	C[C@@H]1CN([C@@H](C)CO)S(=O)(=O)c2ccc(C#CC3CC3)cc2O[C@H]1CN(C)Cc1ccccc1	5	5	nt	-2
51	CC(C)NC(=O)Nc1ccc2c(c1)CC(=O)N([C@@H](C)CO)C[C@H](C)[C@H](CN(C)C(=O)Nc1cccc3ccccc13)O2	5	0	nt	11
52	CCn1cc(CNC(=O)NC2CCCCC2)c(C)n1	-13	-2	-5	nt
53	CCOc1ccccc1C(=O)OCC(=O)NCC1CCCO1 (centres undefined)	-8	1	1	5
54	CC(=O)NCCNC(=O)C1(C)Cc2c(-c3ccc(NC(C)=O)cc3)ccnc2O1 (centres undefined)	3	-3	-4	nt
55	CNC(=S)N(Cc1ccco1)Cc1cc2cc(OC)c(OC)cc2[nH]c1=O	-4	-2	1	nt
56	CCCCCCn1c(SCC(=O)NC2CCS(=O)(=O)C2)nc2ccccc2c1=O (centres undefined)	7	-7	-3	nt
57	Cc1ccc(S(=O)(=O)Nc2ccc3c(c2)C(=O)N([C@H](C)CO)C[C@@H](C)[C@@H](CN(C)C(=O)c2ccncc2)OCCCC[C@H](C)O3)cc1	-15	nt	-2	7
58	CC(C)NC(=O)Nc1ccc2c(c1)CC(=O)N([C@H](C)CO)C[C@@H](C)[C@@H](CN(C)Cc1ccc3c(c1)OCO3)O2	-6	-4	nt	1

cpd	PglD inh	EWS-Fli block	LGR2 inh	S100A4 inh HTS
44	nt	0	4	-3
45	0	3	0	0
46	2	-48	-17	-8
47	7	nt	nt	nt
48	0	2	-1	-4
49	-6	26	2	-5
50	-3	24	2	2
51	-1	0	8	5
52	nt	-8	nt	0
53	-2	1	3	4
54	-2	-7	2	-1
55	nt	-3	-7	-8
56	3	-6	-7	-4
57	1	-6	-20	nt
58	10	nt	-14	-3

Screening data (PubChem)
